procasp3 activ = activators of human procaspase-3; P42574; recombinant procaspase-3 D3A, Ac-DEVD-pNA absorbance 405 nm; activation, % at 8.5 µM; hit rate 0.11% among 330,000; AID 463141;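 active means activation above the mean of all tested compounds plus 3 SD, cut at about 21% in these data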;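 further: 0% = DMSO alone and 100% = DMSO wells spiked with extra 5 µM PC-3 D3A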
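assay system = Procaspase-3 D3A mutant | signal = absorbance at 405 nm, 0 and 120 min | times = 1 h preincubation plus 2 h reaction at 25 °C | repeats = single replicate | read-out = % activation between DMSO and enzyme-spiked controls | medium = Zinc-free HEPES saline buffer with Triton X-100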
LAP4-GFP MLPCN = yeast TOR pathway LAP4-GFP modulation. GFP response vs DMSO, % at 10 µM. AID 2023. S. cerevisiae LAP4-GFP multiplex, flow cytometry GFP, 3 h; median GFP as percent of DMSO wells. hit rate 0.34% among 320,000;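 active means GFP response vs DMSO above a set limit, about the screen mean plus 3 SD, cut at about 150% in these data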
proCasp7 act = counter-screen: procaspase-7 (human) activation | activation, % at 8.5 µM | P55210 | hit rate 0.093% among 330,000 | recombinant procaspase-7, Ac-DEVD-pNA absorbance 405 nm; D23A/D198A/D206A triple mutant, cannot self-cleave; scale: DMSO 0, 5 µM enzyme 100 | AID 463210;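 active means percent activation above the screen-wide mean plus 3 SD, cut at about 25% in these data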
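Detection: p-Nitroaniline absorbance at 405 nm, read at 0 and 120 min; system: Uncleavable procaspase-7 mutant enzyme; evaluation: % activation from two-timepoint absorbance difference, scaled to controls; times: 1 h enzyme–compound preincubation and 2 h substrate reaction, both 25 °C; buffer or medium: Zinc-free HEPES pH 7.4 with 300 mM NaCl, 0.01% Triton X-100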
RPL19A TOR yeast = yeast TOR pathway RPL19A-GFP modulation. S. cerevisiae RPL19A-GFP strain, flow cytometry, 3 h; stronger effect = lower value. percent response vs DMSO, % at 10 µM. hit rate 0.3% among 330,000. AID 2025;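 active means percent response vs DMSO below 50%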;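 further: median channel GFP fluorescence of the barcoded RPL19A-GFP strain; ratio of sample median GFP to plate DMSO average so 100% = DMSO; lower means less RPL19A-GFP as with rapamycin TOR inhibition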
MEP2 TOR yeast = alters MEP2-GFP fluorescence in TOR pathway yeast screen; S. cerevisiae MEP2-GFP strain, flow cytometry GFP, 3 h; 100% = DMSO control level; hit rate 0.51% among 330,000; GFP response vs DMSO, % at 10 µM; AID 2016;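 active means GFP response versus DMSO above a set limit, roughly screen mean plus 3 SD, cut at about 180% in these data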;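 further: median GFP fluorescence of the barcode-gated MEP2-GFP cells per well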
ZTA counter = blocks Epstein-Barr virus ZTA, an EBNA-1 counter-screen; inhibition, % at 11 µM; ZTA-DNA binding, fluorescence polarization; P03206; hit rate 0.15% among 320,000; in the data active means inhibition above about 33%
EBNA-1 inh = blocks EBNA-1 binding to DNA; inhibition, % at 14.8 µM; EBNA-1 DNA binding, fluorescence polarization; hit rate 0.34% among 300,000; in the data active means inhibition above about 28%
AHR act = activators of human aryl hydrocarbon receptor. P35869. AHR-responsive luciferase reporter cells, luminescence. activation, % at 5 µM. hit rate 2.5% among 320,000. AID 2796; in the data active means activation above about 47%;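 further: 0% = vehicle wells and 100% = reference agonist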
Target sequence (P35869 whole entry, looked up): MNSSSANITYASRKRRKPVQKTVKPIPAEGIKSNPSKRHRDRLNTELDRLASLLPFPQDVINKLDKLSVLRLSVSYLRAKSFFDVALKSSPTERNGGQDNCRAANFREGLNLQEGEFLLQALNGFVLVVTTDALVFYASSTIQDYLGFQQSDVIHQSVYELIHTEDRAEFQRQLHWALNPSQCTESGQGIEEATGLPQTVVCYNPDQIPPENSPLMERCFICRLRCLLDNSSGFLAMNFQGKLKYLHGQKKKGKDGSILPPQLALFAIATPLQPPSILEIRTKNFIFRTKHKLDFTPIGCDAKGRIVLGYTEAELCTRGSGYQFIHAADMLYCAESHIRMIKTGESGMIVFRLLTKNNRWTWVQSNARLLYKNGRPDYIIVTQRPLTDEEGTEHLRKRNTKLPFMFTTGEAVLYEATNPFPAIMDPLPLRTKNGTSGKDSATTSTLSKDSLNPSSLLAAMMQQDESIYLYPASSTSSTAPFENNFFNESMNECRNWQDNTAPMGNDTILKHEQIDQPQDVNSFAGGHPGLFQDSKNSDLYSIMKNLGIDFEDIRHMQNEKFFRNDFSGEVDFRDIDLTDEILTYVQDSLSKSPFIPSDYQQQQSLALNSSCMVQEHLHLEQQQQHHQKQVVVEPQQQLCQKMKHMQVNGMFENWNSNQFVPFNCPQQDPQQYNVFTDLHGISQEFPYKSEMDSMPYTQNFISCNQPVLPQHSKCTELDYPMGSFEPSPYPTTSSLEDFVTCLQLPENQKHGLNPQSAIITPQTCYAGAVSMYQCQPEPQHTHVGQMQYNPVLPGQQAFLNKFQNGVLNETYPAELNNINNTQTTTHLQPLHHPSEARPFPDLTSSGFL
* = called active by the depositor; nt = not tested or not shown.

Screens in order – EBNA-1 inh	LAP4-GFP MLPCN	procasp3 activ	RPL19A TOR yeast	proCasp7 act	MEP2 TOR yeast	ZTA counter	AHR act
(1) COc1cc(C2NC(=O)NC3=C2C(=O)OC3)cc(OC)c1OC (stereo not given)
    1	97	-8	103	4	107	4	1
(2) CC(C)(C)c1ccc(-c2nnc(SCCC#N)n2C2CCCC2)cc1
    0	nt	5	92	9	126	5	2
(3) COc1ccc(C(C(=O)Nc2ccc(C(C)C)cc2)N(Cc2ccco2)C(=O)CC2NC(=O)NC2=O)cc1 (stereo not given)
    -5	98	-7	102	-7	110	6	11
(4) O=C(N/N=C/c1cccc([N+](=O)[O-])c1)c1ccc(CN2CCOCC2)cc1
    -4	103	0	106	2	108	-24	-2
(5) CCN1C(=O)[C@H]2[C@@H](c3ccc(-c4ccc(OC)cc4)c(OC)c3)N[C@@](CC(C)C)(C(=O)OC)[C@H]2C1=O
    nt	108	4	107	10	102	nt	-1
(6) Cc1cccc(N2N=C(C(=O)O)CCC2=O)c1
    1	95	7	105	10	101	13	7
(7) Cc1noc(/C=C/N(C)C)c1S(=O)(=O)N1CCCC(C(=O)NCc2ccc(Cl)cc2)C1 (stereo not given)
    5	101	1	95	3	104	13	-1
(8) Cc1cc2cc(CN(Cc3ccco3)C(=O)C3CCCCC3)c(=O)[nH]c2cc1C
    12	99	2	101	8	107	-7	2
(9) CCCCOc1ccc(S(N)(=O)=O)cc1
    2	98	-1	99	-6	104	6	1
(10) Cc1ccc2c(CSc3nncn3C)cc(=O)oc2c1C
    5	102	1	97	3	98	2	2
(11) CCOC(=O)c1c(NC(=O)c2cc(C(C)C)on2)sc(C(C)=O)c1C
    9	95	-5	99	7	105	7	4
(12) Cc1cccc(C)c1NC(=O)COC(=O)C1CC(=O)N(Cc2ccccc2)C1 (stereo not given)
    9	76	1	89	2	91	23	1
(13) Cc1ccc(-n2cc(-c3ccccc3)c3c(=O)[nH]cnc32)cc1
    4	59	3	109	2	107	10	37
(14) CCC(C)(C)C1CCC(=NNS(=O)(=O)c2ccc(C)c([N+](=O)[O-])c2)CC1 (stereo not given)
    1	98	-10	103	3	102	8	-3
(15) O=[N+]([O-])c1cc(C(F)(F)F)ccc1N1CCN(S(=O)(=O)c2ccc3ccccc3c2)CC1
    5	90	-10	nt	2	163	-12	0
(16) CCCCNC(=O)/C(C#N)=C/c1ccc(C(=O)OC)cc1
    -2	89	6	84	8	91	-1	-2
(17) Cc1cccn2c(=O)c3cc(C(=O)N4COCC4(C)C)sc3nc12
    -14	93	-3	100	1	94	-8	17
(18) O=C(CCC(=O)N1CCN(Cc2ccc(F)cc2)CC1)Nc1nnc(C2CCCCC2)s1
    -2	103	5	98	0	106	4	1
(19) Cc1cc(C)c(S(=O)(=O)c2ccccc2)c(N2CCOCC2)n1
    5	105	3	96	-17	94	-4	0
(20) CCOC(=O)C(CCSC)Nc1nc(Cl)nc(Nc2ccc(Cl)cc2)n1 (stereo not given)
    11	126	0	103	6	94	-1	5

A draw from above in order of molar mass, largest number first.
Screens in order – EBNA-1 inh	LAP4-GFP MLPCN	procasp3 activ	RPL19A TOR yeast	proCasp7 act	MEP2 TOR yeast	ZTA counter	AHR act
(5) CCN1C(=O)[C@H]2[C@@H](c3ccc(-c4ccc(OC)cc4)c(OC)c3)N[C@@](CC(C)C)(C(=O)OC)[C@H]2C1=O
    nt	108	4	107	10	102	nt	-1
(20) CCOC(=O)C(CCSC)Nc1nc(Cl)nc(Nc2ccc(Cl)cc2)n1 (stereo not given)
    11	126	0	103	6	94	-1	5
(6) Cc1cccc(N2N=C(C(=O)O)CCC2=O)c1
    1	95	7	105	10	101	13	7

2 entries from above, field by field:
(19) Cc1cc(C)c(S(=O)(=O)c2ccccc2)c(N2CCOCC2)n1
  EBNA-1 inh: 5; LAP4-GFP MLPCN: 105; procasp3 activ: 3; RPL19A TOR yeast: 96; proCasp7 act: -17; MEP2 TOR yeast: 94; ZTA counter: -4; AHR act: 0

(16) CCCCNC(=O)/C(C#N)=C/c1ccc(C(=O)OC)cc1
  EBNA-1 inh: -2; LAP4-GFP MLPCN: 89; procasp3 activ: 6; RPL19A TOR yeast: 84; proCasp7 act: 8; MEP2 TOR yeast: 91; ZTA counter: -1; AHR act: -2

Next section
Screens in order – EBNA-1 inh	LAP4-GFP MLPCN	procasp3 activ	RPL19A TOR yeast	proCasp7 act	MEP2 TOR yeast	ZTA counter	AHR act
(21) Cc1nc(-c2cccc(NC(=O)c3cccs3)c2)cs1
    2	116	10	99	4	89	23	15
(22) CCCCCC(=O)Nc1cccc(C2=NOC3(C2)C[C@H](C(N)=O)N(C(=O)c2ccccc2C(=O)c2ccccc2)C3)c1 (stereo not given in full)
    0	90	6	92	8	97	1	1
(23) O=C(Nc1ccccc1)NN1CC(=O)N(c2ccc(Cl)cc2)CC1=O
    -7	103	-5	97	-1	101	16	5
(24) C/C(=N\NC(=O)C(C)Sc1ccccc1)c1ccc([N+](=O)[O-])cc1 (stereo not given)
    -3	92	0	99	2	100	11	5
(25) COC(=O)c1c(C)[nH]c(C(=O)OCC(=O)NCC(C)C)c1C
    15	87	-1	100	-3	91	-2	14
(26) CCOc1ccc(-n2c(=S)sc3c(=O)n(-c4ccccc4)c(SCC(=O)O)nc32)cc1
    13	95	-3	103	-4	115	23	1
(27) Cn1cc(CCC(=O)N2CCCC(CCC(=O)NCc3ccccc3F)C2)cn1 (stereo not given)
    -7	111	12	101	-2	103	-17	1
(28) Cc1ccnc(NC(=O)C2CC(=O)N(Cc3ccccc3)C2)c1 (stereo not given)
    -3	106	-2	97	5	100	-14	-1
(29) CCc1noc(C)c1C(=O)OCC(=O)c1ccccc1OC
    -4	107	-3	102	-1	105	13	-1
(30) C=C(Br)Cn1cnc2ccccc21
    -4	100	6	96	2	86	-20	1
(31) COCc1c(C(C)C)nc(C(C)C)c(/C=C/[C@@H](O)C[C@@H](O)CC(=O)O)c1-c1ccc(F)cc1
    -5	104	1	96	-7	102	-2	0
(32) FC(F)(F)c1cc(NCc2cccs2)n2ncnc2n1
    -12	97	6	97	6	102	-7	-2
(33) CCOc1cc(S(=O)(=O)Nc2ccccc2CC)ccc1Cl
    -18	96	0	93	6	88	-20	2
(34) COC(=O)c1c(-c2ccc(C)cc2)csc1NC(=S)NC(=O)c1ccc(F)cc1
    -6	97	-2	98	-12	98	0	15
(35) Nc1nc(Br)c2ccccc2c1-c1ccc(F)cc1
    2	94	4	102	11	106	-13	9
(36) CC(=O)CSc1ncnc2scc(-c3ccc(F)cc3)c12
    0	91	2	98	-6	97	13	-4
(37) O=C(O)c1ccccc1SC1CC(=O)N(C2CCCCC2)C1=O (stereo not given)
    -3	106	3	95	13	107	8	-3
(38) CC1=NN(C(=O)c2ccco2)C(O)(c2ccccc2)C1 (stereo not given)
    -6	105	6	102	8	112	0	1
(39) O=C(CCSc1nnc(-c2ccco2)o1)Nc1ccc(Cl)cc1
    -19	112	6	101	8	104	3	3
(40) CCc1ccc(CCC(=O)Nc2ccc(Cl)cc2)o1
    6	101	5	107	-1	107	-7	27
(41) O=C1CSC(=S)N1c1cccc(Br)c1
    4	88	-7	112	-5	121	0	5
(42) Cc1cnnn1-c1ccc([N+](=O)[O-])cc1
    5	107	2	105	-6	99	12	-1
(43) CCCCOC(=O)c1nc(Cl)c(Cl)c(N)c1Cl
    -10	96	1	101	-4	106	-16	19
(44) CC(C)C(C(=O)Nc1ccncc1)c1ccc(Cl)cc1 (stereo not given)
    -3	88	0	100	2	93	0	-6
(45) CCCn1c(N)c(N(CCOC)C(=O)CSc2ccccc2)c(=O)[nH]c1=O
    nt	103	5	105	10	106	1	-1
(46) COc1ccccc1C(=O)NCCC(=O)Nc1ccc(C)cn1
    7	77	-4	100	3	103	-18	23
(47) COc1cc(C(Nc2ccc3c(c2)OCO3)C(=O)NC2CCCCC2)cc(OC)c1OC (stereo not given)
    -7	95	1	96	-11	98	7	23
(48) COc1ccc(C(=O)OCC(=O)N(C)C2CCS(=O)(=O)C2)cc1Br (stereo not given)
    nt	108	-3	106	-5	112	10	0
(49) O=C(Nc1ccc(F)cc1)c1cccc2ccccc12
    -11	88	5	106	14	107	0	57*
(50) COCC(=O)N1CCC(n2nnc3cc(F)ccc32)CC1
    5	106	1	99	12	101	4	-1
(51) CN1CCN(CCCNC(=O)c2ccc3c(=O)n(CCc4ccccc4)c(=O)[nH]c3c2)CC1
    2	96	3	102	-8	104	2	1
(52) CCc1ccc(CCC(=O)Nc2ncc(Cc3ccccc3Cl)s2)o1
    0	nt	-3	nt	-6	nt	-7	6
(53) Cc1nc2c(C(F)(F)F)cccc2c2c1CCS2
    5	107	-2	96	10	97	6	-2
(54) O=C(Oc1ccc(F)c(F)c1)c1ccc2c(=O)n3c(nc2c1)CCC3
    0	110	12	99	4	103	3	0
(55) CCCCNC(=O)C1CC(c2cccc([N+](=O)[O-])c2)=NO1 (stereo not given)
    -5	nt	9	nt	-1	nt	-23	12
(56) Cc1cc2c(cc(C(=O)O)n2C)s1
    -10	123	9	91	5	96	-5	6
(57) C[C@H](CO)N1C[C@H](C)[C@@H](CN(C)C(=O)Nc2ccccc2)Oc2c(NS(=O)(=O)c3cn(C)cn3)cccc2C1=O
    nt	93	3	95	4	92	nt	2
(58) NC(=O)c1ccc[n+](Cc2cccc3ccccc23)c1
    -3	99	2	100	-3	105	-2	2
(59) CCN(C(=O)c1ccc(Cl)c(S(=O)(=O)Nc2c(C)n(C)n(-c3ccccc3)c2=O)c1)c1ccccc1
    nt	96	8	99	-4	99	nt	14
(60) CCSc1nc2c(c(=O)[nH]1)C(c1ccncc1)C(C(=O)OC)=C(C)N2 (stereo not given)
    -4	110	4	89	14	133	3	15
(61) CCOC(=O)[C@H]1[C@H]2COc3ccc(Cl)cc3[C@@H]2N2C(=O)CN(Cc3ccc(Cl)cc3)C(=O)[C@@]12C
    nt	98	6	95	7	98	-3	-2
(62) CN(C(=O)c1ccc(NC(=O)c2ccco2)cc1)c1ccccc1
    -4	82	9	100	15	95	2	1
(63) O=C1CSC(c2ccccn2)N1c1ccc(C(F)(F)F)cc1 (stereo not given)
    -3	103	-6	95	13	99	8	8

High-throughput results (PubChem)
